Screening data from PubChem BioAssay.
TEAD-YAP inh – TEAD-YAP interaction inhibition; HEK-TIYL cells, TEAD-Gal4/YAP UAS-luciferase luminescence; inhibition, % at 9.12 µM; hit rate 1.4% among 640,000; AID 1259422; in the data active = inhibition above about 32%;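 also: 0% = median of test compound wells and 100% = reference inhibitor wells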
MITF primary – blocks human microphthalmia-associated transcription factor. inhibition, % at 2.6 µM. O75030. AlphaScreen MITF homodimerization, bead proximity signal. hit rate 0.91% among 650,000; in the data active = inhibition above about 50%;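 also: 0% = vehicle wells with protein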
Target sequence (O75030 whole entry, looked up): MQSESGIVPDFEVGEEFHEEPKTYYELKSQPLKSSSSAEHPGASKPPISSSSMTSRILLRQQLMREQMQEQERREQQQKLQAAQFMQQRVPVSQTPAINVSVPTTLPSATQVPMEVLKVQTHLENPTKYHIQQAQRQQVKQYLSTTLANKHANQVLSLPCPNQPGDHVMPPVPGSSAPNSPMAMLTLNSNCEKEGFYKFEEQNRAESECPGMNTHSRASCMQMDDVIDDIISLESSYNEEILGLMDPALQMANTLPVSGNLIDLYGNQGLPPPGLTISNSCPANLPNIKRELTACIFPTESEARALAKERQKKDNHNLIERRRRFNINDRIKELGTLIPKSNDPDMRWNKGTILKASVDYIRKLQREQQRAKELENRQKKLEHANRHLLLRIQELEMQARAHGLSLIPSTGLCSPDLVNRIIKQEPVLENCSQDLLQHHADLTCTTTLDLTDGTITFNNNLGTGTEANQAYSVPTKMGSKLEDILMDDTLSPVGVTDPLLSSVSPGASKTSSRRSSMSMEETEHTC
FBW7 activator – activators of human E3 ligase FBW7 | Q969H0 | AlphaScreen FBW7–phospho-cyclin E peptide binding, activator screen | normalized activity (activation), % at 26.1 µM | hit rate 0.13% among 650,000 | AID 1259310; in the data active = normalized activity above about 1.9%;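 also: purified mutant Fbw7 with reduced substrate affinity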
GPR151 ag – activates the human receptor GPR151; Q8TDV0; PathHunter beta-arrestin GPR151 cells, luminescence; activation, % at 11.2 µM; hit rate 1% among 650,000; AID 1508602; in the data active = activation above about 4.9%;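 also: 0% = median of compound wells and 100% = cells with positive control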
Target sequence (Q8TDV0 whole entry, looked up): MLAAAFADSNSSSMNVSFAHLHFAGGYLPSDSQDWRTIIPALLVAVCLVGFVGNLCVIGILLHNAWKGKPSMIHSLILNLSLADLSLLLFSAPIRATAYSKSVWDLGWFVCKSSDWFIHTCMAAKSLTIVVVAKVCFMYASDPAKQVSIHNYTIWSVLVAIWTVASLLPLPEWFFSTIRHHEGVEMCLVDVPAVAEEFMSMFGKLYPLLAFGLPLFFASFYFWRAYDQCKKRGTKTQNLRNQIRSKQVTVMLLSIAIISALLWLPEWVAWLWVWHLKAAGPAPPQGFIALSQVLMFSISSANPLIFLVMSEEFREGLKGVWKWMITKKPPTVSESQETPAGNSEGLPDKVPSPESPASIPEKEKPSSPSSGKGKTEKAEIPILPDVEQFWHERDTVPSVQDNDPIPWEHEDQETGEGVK
* hit, by the source's call; / = not tested or not shown.

Fields – GPR151 ag | FBW7 activator | TEAD-YAP inh | MITF primary
CC(C)C(CO)NC(=O)c1cnc2sc3ccccc3n2c1=O (stereo unspecified)
    0.6 | 0.5 | -5.8 | 12.6
O=C(N[C@H]1C[C@H]2C(=O)N[C@@H](COCc3ccccc3)C(=O)N2C1)c1cccc(Br)c1
    0.8 | 0.0 | 1.7 | -2.2
O=C(NCCc1ccccc1)C1CC12CCN(C(=O)C1CCCCC1)CC2 (stereo unspecified)
    -0.9 | 0.1 | -41.0 | -6.8
CCOc1ccc2nc(NCc3ccc(OC)c(OC)c3OC)sc2c1
    -0.2 | 0.0 | 1.4 | 14.7
Cc1ncn(-c2ccc(Nc3nccc(-c4ccc(N5CCOCC5)nc4)n3)cc2)n1
    3.5 | 0.2 | -48.9 | 1.8
CC(=O)N1C(=O)/C(=C2/SC(=S)N(CCCC(=O)O)C2=O)c2ccccc21
    1.5 | -0.1 | -2.9 | -4.6
CN(C)c1ccc(/C=C2\SC(=S)NC2=O)cc1[N+](=O)[O-]
    -1.8 | 0.1 | -28.2 | 1.9
O=C(CCCl)Nc1nnc(SCC(=O)Nc2ccccc2-c2ccccc2)s1
    -0.2 | 0.3 | 10.5 | 10.2
COc1ccc(-c2cc(-c3ccccc3)nc(SCc3cccc(F)c3)c2C#N)cc1
    -0.4 | 0.1 | -9.0 | 6.5
CC(Nc1cc(N2CCN(C(=O)c3ccc(C(C)(C)C)cc3)CC2)ccc1[N+](=O)[O-])C12CC3CC(CC(C3)C1)C2 (stereo unspecified)
    0.6 | 0.1 | -1.6 | 7.8

Additional structures:
Fields – GPR151 ag | FBW7 activator | TEAD-YAP inh | MITF primary
Cc1ccc(NC(=O)CSc2cc(=O)n(C)c3cc(Cl)ccc23)cc1F
    0.5 | -0.1 | -1.2 | -3.6
O=C(O)C1CC(=O)N(c2ccc(F)c(F)c2)C1 (stereo unspecified)
    0.6 | 0.0 | 8.6 | -1.8
Cc1ccc(N(C)C(=O)CCNS(=O)(=O)c2cc(Br)cnc2N)cc1
    -1.2 | 0.3 | 8.6 | 1.4
COc1ccc(-c2c(C#N)c(N)nc(OC)c2C#N)cc1OC
    -1.1 | -0.1 | -2.0 | 1.3
CCc1nn(CC(=O)NC(C)c2ccccc2)c(=O)c2cc3sccc3n12 (stereo unspecified)
    0.2 | -0.1 | -0.2 | -0.6
CC(=O)NC1=NN(C(C)=O)C(C)(c2ccc3ccccc3c2)S1 (stereo unspecified)
    -0.1 | 0.0 | 4.0 | 0.6
CCCc1cc2c(=O)c(-c3cscn3)c(C(=O)OCC)oc2cc1O
    -1.3 | -0.1 | -11.2 | -0.7
CN1CCC(C(=O)C(F)(F)F)=C1NNc1ccccc1
    -0.8 | 0.0 | -3.0 | -4.6
CCOC(=O)c1[nH]c2ccc(Cl)cc2c1CCCN1C(=O)c2ccccc2C1=O
    -0.3 | 0.4 | -1.6 | 1.3
Clc1ccc2c(NCC3CCCO3)nc(CN3CCN(c4ccccc4)CC3)nc2c1 (stereo unspecified)
    -0.8 | -0.1 | -8.2 | 1.1

(list continues)
Fields – GPR151 ag | FBW7 activator | TEAD-YAP inh | MITF primary
Cn1c(=O)oc2cc(S(=O)(=O)Nc3ccc4c(c3)OCO4)ccc21
    0.5 | -0.1 | -9.9 | 6.9
CCOC(=O)c1c(NC(=O)CSc2nc3ccccc3s2)sc2c1CCN(C)C2
    0.0 | 0.0 | 3.3 | -3.2
CCOc1ccc(N2C(=O)CC(NCCc3ccc(OCC)c(OCC)c3)C2=O)cc1 (stereo unspecified)
    -0.8 | 0.7 | -7.0 | 8.4
COc1cc2nc(Nc3ccccc3)nc(NCCOc3ccccc3)c2cc1OC
    -3.1 | 0.7 | 7.7 | 5.5
Cc1ccc2c(c1)N(Cc1ccc3ccccc3n1)C(=O)C(C)O2 (stereo unspecified)
    -0.2 | 0.1 | -2.8 | -12.3
CC(C)C(=O)Nc1ccc2c3c(cccc13)CC2
    -0.2 | -0.1 | -7.0 | -8.7
CC(C)OC(=O)CSc1nc2cc3c(cc2cc1C#N)OCCO3
    1.7 | -0.1 | -15.4 | -5.9
Cc1ccc2nc3c(cc(C#N)c(=O)n3CC3CCCO3)c(=O)n2c1 (stereo unspecified)
    -0.5 | -0.1 | -9.1 | 3.9
CCOC(=O)c1cnc(-c2ccccc2)nc1N1CCCCC1
    -1.0 | 0.1 | 4.2 | 8.2
COc1cccc(NC(=S)N(Cc2ccccc2)Cc2ccc(C)o2)c1
    -1.3 | -0.2 | -5.5 | -0.6

(listing goes on)
Fields – GPR151 ag | FBW7 activator | TEAD-YAP inh | MITF primary
O=C1OC(c2ccc(Cl)c(Cl)c2)=N/C1=C\c1cccc(Cl)c1Cl
    -0.2 | 0.0 | 3.1 | 8.9
COc1cc(OC)cc(-c2nnc(SCC(=O)c3cccc([N+](=O)[O-])c3)o2)c1
    7.2* | -0.1 | -2.6 | 10.7
CCCCN1C(=O)C(=O)C2=C(c3ccc(Cl)cc3)OC3(O)c4ccccc4C(O)(O)C213 (stereo unspecified)
    -2.4 | 0.3 | 9.7 | 9.0
O=c1c2c3c(sc2n2cnnc2n1-c1ccccc1)CCC3
    4.0 | 0.0 | -7.0 | -2.2
Cc1nc(C)c(-c2csc(Nc3ccccc3C)n2)s1
    1.1 | -0.3 | -44.9 | -1.0
CC(NC(=O)c1nn2c(c1Cl)NC(c1cccs1)CC2C(F)(F)F)c1ccccc1 (stereo unspecified)
    -1.2 | 0.3 | 13.1 | -10.7
CCOc1ccc(NS(=O)(=O)c2cccc(OC)c2)cc1
    -0.9 | -0.1 | 7.1 | 12.1
CCOC(=O)CSC1=NC(=O)/C(=C/c2ccc(OC)cc2)S1
    -3.7 | 0.0 | -29.6 | -1.4
CCn1c(NN)nc2c1c(=O)[nH]c(=O)n2C
    0.1 | 0.1 | -2.3 | 1.3
CC(=O)c1c(C)nc2c(C#N)c(C)n(-c3ccccc3)c2c1-c1ccccc1
    -0.5 | 0.4 | -1.2 | 9.6

(more compounds)
Fields – GPR151 ag | FBW7 activator | TEAD-YAP inh | MITF primary
CCCS(=O)(=O)NCc1c(C)ncc2c1CCN(C(=O)c1sccc1Cl)C2
    0.2 | 0.0 | 5.3 | -3.9
O=C(NCc1ccco1)c1cnc(N2CCN(c3ccccn3)CC2)c2ccccc12
    -0.7 | 0.0 | 17.6 | -6.6
CCOC(=O)c1c(NC(=O)C(C)Sc2nnc(CNC(=O)c3ccc(C(C)(C)C)cc3)n2C)sc2c1CCC2 (stereo unspecified)
    0.0 | 0.0 | -7.2 | -14.1
CCCCNC(=O)c1c[nH]c2ccc(S(=O)(=O)N(CC)c3cccc(C)c3)cc2c1=O
    -0.6 | -0.2 | -5.0 | 18.6
CC1(CC(=O)c2ccc(F)cc2)C(=O)OC(c2ccc(Br)cc2)C(C)(C)C1=O (stereo unspecified)
    -1.0 | 0.2 | 8.9 | 0.4
COc1ccc(N2CC3=C(C2=O)C(c2ccccc2)NC(=O)N3C)cc1 (stereo unspecified)
    -0.8 | 0.4 | -0.5 | 16.4
CCS(=O)(=O)N1CCN=C1SCc1ccccc1F
    0.1 | -0.3 | -8.2 | -11.8
O=C(Nc1c2c(nn1-c1ccc(F)cc1)CS(=O)C2)C1CCCCC1 (stereo unspecified)
    -0.6 | 0.2 | -0.5 | -7.7
CNC(=O)c1ccc(-c2cccc(COC)c2)nc1NCCOC
    0.4 | 0.1 | 5.2 | 10.0
COc1ccc(NC(=O)c2cc3cc(OC)ccc3oc2=N)cc1
    -0.5 | 0.1 | -7.5 | 12.9

Some of the entries so far, with each value named:
CC1(CC(=O)c2ccc(F)cc2)C(=O)OC(c2ccc(Br)cc2)C(C)(C)C1=O (stereo unspecified)
  GPR151 ag = -1.0; FBW7 activator = 0.2; TEAD-YAP inh = 8.9; MITF primary = 0.4
COc1ccc(N2CC3=C(C2=O)C(c2ccccc2)NC(=O)N3C)cc1 (stereo unspecified)
  GPR151 ag = -0.8; FBW7 activator = 0.4; TEAD-YAP inh = -0.5; MITF primary = 16.4
CCS(=O)(=O)N1CCN=C1SCc1ccccc1F
  GPR151 ag = 0.1; FBW7 activator = -0.3; TEAD-YAP inh = -8.2; MITF primary = -11.8

The list continues:
Fields – GPR151 ag | FBW7 activator | TEAD-YAP inh | MITF primary
COc1ccc(S(=O)(=O)NCCc2csc3nc(-c4ccccc4)nn23)cc1OC
    -2.0 | -0.2 | -3.1 | 31.4
CCCC(=O)N1CCC(O)(c2ccccc2F)CC1
    -0.1 | -0.1 | -0.1 | 9.8
COc1ccc2c(c1)COC1(CCN(C(=O)Nc3ccccc3F)CC1)O2
    7.7* | 0.6 | -20.6 | 1.4
O=C(NCC1CCCO1)c1cc(=O)[nH]c2ccc(S(=O)(=O)N3CCCC3)cc12 (stereo unspecified)
    1.3 | -0.1 | -8.0 | 0.2
O=C(c1ccc(CSc2ccc(Cl)cc2)cc1)N1CCN(Cc2ccccc2)CC1
    1.7 | -0.2 | -6.4 | -5.7
O=C(CSc1nc2ccsc2c(=O)n1CCc1ccc(Cl)cc1)NCc1ccco1
    -0.4 | -0.1 | -12.4 | 1.5
CCOC(=O)c1nnn(-c2nonc2N)c1-c1ccc(F)cc1
    0.2 | -0.1 | 1.6 | 0.6
Cc1ccc2oc(-c3cccc(N)c3)nc2c1
    -8.9 | -0.1 | -6.5 | 4.5
N#CC(=C(/N)Sc1ccccc1N)/C(C#N)=C(\N)Sc1ccccc1N
    1.0 | 0.1 | / | 21.6
COc1ccccc1N1CCN(CC(=O)Nc2ccccc2F)CC1
    -1.7 | 0.1 | 5.0 | -8.1

(more compounds)
Fields – GPR151 ag | FBW7 activator | TEAD-YAP inh | MITF primary
COc1ccc(-c2csc(NC(=O)c3ccc(S(=O)(=O)N4CCCCC4)cc3)n2)cc1OC
    0.9 | -0.1 | 4.0 | 4.5
COc1cccc(NC(=S)N2CCC(NC(=O)c3ccccc3)CC2)c1
    0.2 | -0.1 | -6.6 | -2.4
COc1nc(OC)nc(Oc2ccccc2)n1
    1.1 | -0.1 | 10.8 | 7.2
COc1ccccc1CCNC(=O)C1CC12CCN(Cc1cc3ccccc3o1)CC2 (stereo unspecified)
    -2.1 | 0.1 | -0.9 | 17.0
COc1cc2ccccc2cc1C(=O)Nc1nc2c(s1)CCc1ccccc1-2
    -0.7 | 0.1 | 0.4 | 12.1
CCOC(=O)c1nn(CCO)c2c1CN(Cc1ccc(OCc3ccccc3)c(OC)c1)CC2
    -0.3 | -0.1 | -4.0 | -6.8
Clc1cccc(-n2cc(-c3ccccc3)c3c(N4CCOCC4)ncnc32)c1
    -0.8 | 0.0 | -8.6 | 10.2
C=CCNC(=O)C(=O)NCc1cccc(OC)c1
    0.4 | 0.1 | -15.6 | 3.4
COc1cc(/C=N/NC(=O)C(=O)N2CCCCCC2)ccc1O
    -1.1 | 0.1 | 6.2 | 6.5
CCCCC1CCC(C(=O)Nc2c3c(nn2-c2cccc(Cl)c2)CS(=O)(=O)C3)CC1 (stereo unspecified)
    0.3 | 0.0 | 13.4 | -3.2

Structures shown so far that have an aryl thioether with sulfur outside any ring:
Fields – GPR151 ag | FBW7 activator | TEAD-YAP inh | MITF primary
O=C(CCCl)Nc1nnc(SCC(=O)Nc2ccccc2-c2ccccc2)s1
    -0.2 | 0.3 | 10.5 | 10.2
COc1ccc(-c2cc(-c3ccccc3)nc(SCc3cccc(F)c3)c2C#N)cc1
    -0.4 | 0.1 | -9.0 | 6.5
Cc1ccc(NC(=O)CSc2cc(=O)n(C)c3cc(Cl)ccc23)cc1F
    0.5 | -0.1 | -1.2 | -3.6
CCOC(=O)c1c(NC(=O)CSc2nc3ccccc3s2)sc2c1CCN(C)C2
    0.0 | 0.0 | 3.3 | -3.2
CC(C)OC(=O)CSc1nc2cc3c(cc2cc1C#N)OCCO3
    1.7 | -0.1 | -15.4 | -5.9
COc1cc(OC)cc(-c2nnc(SCC(=O)c3cccc([N+](=O)[O-])c3)o2)c1
    7.2* | -0.1 | -2.6 | 10.7
CCOC(=O)c1c(NC(=O)C(C)Sc2nnc(CNC(=O)c3ccc(C(C)(C)C)cc3)n2C)sc2c1CCC2 (stereo unspecified)
    0.0 | 0.0 | -7.2 | -14.1
O=C(c1ccc(CSc2ccc(Cl)cc2)cc1)N1CCN(Cc2ccccc2)CC1
    1.7 | -0.2 | -6.4 | -5.7
O=C(CSc1nc2ccsc2c(=O)n1CCc1ccc(Cl)cc1)NCc1ccco1
    -0.4 | -0.1 | -12.4 | 1.5
N#CC(=C(/N)Sc1ccccc1N)/C(C#N)=C(\N)Sc1ccccc1N
    1.0 | 0.1 | / | 21.6
